EPAC2 antagonist – qHTS for Antagonist of cAMP-regulated guanine nucleotide exchange factor 2 (EPAC2): primary screen | Rap guanine nucleotide exchange factor 4 (Homo sapiens), Q8WZA2 | Potency, µM (series often up to 114 µM), inactives show at the highest dose activity, negative = inhibition, actives largely listed as inhibitors | EPAC2 GEF exchange of Rap1B-BODIPY-GDP, fluorescence | hit rate 0.18% among 360,000; note: potency is the fitted concentration of half-maximal effect; % is set by controls: 0 for no effect and ±100 for the full control effect; nearly all actives have a fitted effect of over 45% in size; many of its hits are not listed in these tables
Target sequence (Q8WZA2 whole entry, looked up): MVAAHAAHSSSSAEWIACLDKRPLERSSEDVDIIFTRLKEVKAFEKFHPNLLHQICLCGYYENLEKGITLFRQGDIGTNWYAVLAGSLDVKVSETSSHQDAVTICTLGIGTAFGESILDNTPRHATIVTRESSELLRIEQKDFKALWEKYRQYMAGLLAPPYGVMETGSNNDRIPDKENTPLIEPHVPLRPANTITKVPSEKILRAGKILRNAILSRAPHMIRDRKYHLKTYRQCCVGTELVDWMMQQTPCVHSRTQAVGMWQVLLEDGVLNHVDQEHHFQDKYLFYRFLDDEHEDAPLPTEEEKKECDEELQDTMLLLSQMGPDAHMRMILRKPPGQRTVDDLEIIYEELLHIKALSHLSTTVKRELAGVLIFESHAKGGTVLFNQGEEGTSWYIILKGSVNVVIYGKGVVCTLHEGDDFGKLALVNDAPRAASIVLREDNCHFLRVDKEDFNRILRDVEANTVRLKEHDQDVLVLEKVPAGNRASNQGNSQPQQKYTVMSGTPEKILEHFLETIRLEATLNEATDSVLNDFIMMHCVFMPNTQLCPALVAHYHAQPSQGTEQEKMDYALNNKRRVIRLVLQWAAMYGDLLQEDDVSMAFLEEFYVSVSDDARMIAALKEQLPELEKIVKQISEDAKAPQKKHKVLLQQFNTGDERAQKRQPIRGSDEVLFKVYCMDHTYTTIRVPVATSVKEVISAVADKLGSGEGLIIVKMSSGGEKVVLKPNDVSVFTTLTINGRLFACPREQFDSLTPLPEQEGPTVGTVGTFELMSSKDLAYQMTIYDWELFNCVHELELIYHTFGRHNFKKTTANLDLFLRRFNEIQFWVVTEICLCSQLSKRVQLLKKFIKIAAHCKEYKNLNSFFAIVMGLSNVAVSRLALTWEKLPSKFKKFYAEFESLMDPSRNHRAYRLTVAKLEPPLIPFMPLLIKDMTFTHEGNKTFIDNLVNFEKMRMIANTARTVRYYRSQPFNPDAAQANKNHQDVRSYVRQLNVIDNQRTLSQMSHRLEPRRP
EPAC2 ag – qHTS for Agonist of cAMP-regulated guanine nucleotide exchange factor 4 (EPAC2): primary screen; Rap guanine nucleotide exchange factor 4 (Homo sapiens), Q8WZA2; EPAC2 activation, biochemical qHTS; response scale: 100% = 6.5 mM cAMP response; Potency, µM (highest dose often 154 µM), for inactives: at the top dose activation, most hits filed as activators; hit rate 0.079% among 360,000; AID 720711, 2013; note: potency is the fitted concentration of half-maximal effect; nearly all actives have a fitted effect of over 50% in size
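Guanine nucleotide exchange by EPAC2 is measured as reduced fluorescence of BODIPY-GDP once it is released from 250 nM Rap1B. Plates are read kinetically for 30 min at room temperature; results are scaled to 6.5 mM cAMP.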
aSyn rescue – qHTS of alpha-syn Inhibitors; Potency, µM (top dose mostly 46.1 µM), for the others: at the highest dose growth rescue (activation), actives largely listed as activators; Yeast expressing alpha-synuclein, growth rescue, BacTiter-Glo, 24 h; hit rate 0.14% among 370,000; note: potency is the fitted concentration of half-maximal effect; % of control where 0% means no effect; nearly all actives have a fitted effect of over 65% in size
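Screening used galactose-induced yeast with toxic alpha-synuclein levels, exposed to compound for 24 hr at 30 deg C. Cell growth, read with BacTiter-Glo luminescence, gave the measured signal.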
D3 antag – qHTS of D3 Dopamine Receptor Antagonist: qHTS; D3R cells, DiscoveRx beta-arrestin luminescence, antagonist mode; stronger effect = lower value; max response, negative = inhibition, %; hit rate 2.5% among 360,000; D(3) dopamine receptor (Homo sapiens), P35462; AID 652054, 2013; in the data active = max response below about -50%; inconclusive = no clear call, values can overlap the other calls; note: % is set by controls: 0 for no effect and ±100 for the full control effect; mostly tested at two doses, the higher about 12 µM
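Cells expressing the human receptor were seeded at 1500 cells/well, incubated overnight at 37 degrees C in 5% CO2, then exposed to library compounds with dopamine controls for 90 minutes at 37 degrees C before luminescent detection.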
DRD3 agonist – qHTS of D3 Dopamine Receptor Agonist: qHTS; D3R DiscoveRx beta-arrestin cells, luminescence, 90 min; max activation, %; hit rate 0.58% among 410,000; in the data active = max activation above about 30%; note: 0% is about no effect; mostly tested at two doses, the higher about 12 µM
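Agonist-mode cell screen: cells plated at 1500/well and incubated overnight at 37 °C, then exposed to library compounds for 90 min at 37 °C. Detection reagent was added for 30–60 min at room temperature, and luminescence was read.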
Abeta yeast res – qHTS for compounds that reverse cellular toxicity of Amyloid beta (A-beta) peptide in yeast: Primary Screen. Potency, µM (highest dose often 46.1 µM), for inactives: at the highest dose growth rescue, actives largely listed as activators. AID 1347071, 2019. yeast expressing A-beta42, growth rescue, OD600, 48 h; response scale: 0% DMSO, 100% iron-clioquinol control. hit rate 0.063% among 410,000; note: potency is the fitted concentration of half-maximal effect; nearly all actives have a fitted effect of over 55% in size
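Yeast A-beta toxicity model in growth medium with pinned compounds, 48 h at 30 C; growth read as absorbance at 600 nm. Normalized to FeCl3/clioquinol equimolar mix (positive) and DMSO (negative).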
FUS yeast rescue – qHTS for Suppressors of FUS Proteinopathy: Primary screen using FUS-linked yeast assay | S. cerevisiae FUS-expressing, growth rescue, OD600, 24 h | Potency, µM (titrated, usually from 76.6 µM), for the others: at the top dose growth rescue (activation), usual class: activators | hit rate 0.24% among 390,000;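 note: potency is the fitted concentration of half-maximal effect; plate controls were DMSO vehicle for no effect and reference control for full effect; nearly all actives have a fitted effect of over 55% in size; some results filed as inactive show a strong effect at the top dose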
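Steps: raffinose overnight preculture; dilution to OD 0.005 in 2% galactose minimal medium; compound addition (concentration series); 24hr at 30C, 99% humidity; absorbance read at 600 nm.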
TDP-43 yeast inh – qHTS of TDP-43 Inhibitors; hit rate 1.8% among 410,000; Potency, µM (titrated, usually from 46.1 µM), without a hit: at the highest dose growth rescue (activation), hits mostly activators; TDP-43 expressing yeast growth rescue, BacTiter-Glo, 24 h; note: potency is the fitted concentration of half-maximal effect; % of control where 0% means no effect; nearly all actives have a fitted effect of over 50% in size
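In this qHTS, compounds that restore growth of yeast expressing TDP-43 appear as activators. Cells (OD600=0.02, galactose medium, raffinose-pregrown) are incubated with compound 24 hr at 30 deg C and growth is quantified by BacTiter-Glo.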
* marks the source's active call; other numbers are inactive results; & = joins results of further samples; [ ] = remark or other dose. Unless noted, calls come from the whole dose curve; as a rule, active = well fitted curve in the direction sought with a large enough effect; inconclusive = small, poorly fitted or top-dose-only effect, or another doubt; inactive = no such curve, though single readings can be large; an effect the other way counts as inactive or inconclusive. This is a subset; the hit share may differ from the screen's.

What do the screens show for `CC(/C=N/N1C(=O)CSC1=S)=C\c1ccccc1`?
EPAC2 antagonist: -3%; EPAC2 ag: 4%; aSyn rescue: -9%; D3 antag: 14; DRD3 agonist: 17; Abeta yeast res: -11%; FUS yeast rescue: -7%; TDP-43 yeast inh: -26%

How did CCOc1ccccc1NC(=S)N(CCOC)C1CCN(C(C)=O)CC1 do in these assays?
EPAC2 antagonist: 17%; EPAC2 ag: -3%; aSyn rescue: 1%; D3 antag: 8; DRD3 agonist: 6; Abeta yeast res: -4%; FUS yeast rescue: 13%; TDP-43 yeast inh: -12%

What do the screens show for `CCc1ccc(NC(=O)CC2C(=O)NCCN2C(=O)c2ccc(F)cc2)cc1` (stereo unspecified)?
EPAC2 antagonist: -7%; EPAC2 ag: 12%; aSyn rescue: -4%; D3 antag: -17; DRD3 agonist: -5&2; Abeta yeast res: -9%&-14%; FUS yeast rescue: 5%&12%; TDP-43 yeast inh: -1%&-1%

How did CC(C)(C)c1nc(SCC(=O)N2CC(=O)Nc3ccccc32)c2ccccc2n1 do in these assays?
EPAC2 antagonist: 3%; EPAC2 ag: -2%; aSyn rescue: 0%; D3 antag: -1; DRD3 agonist: -1; Abeta yeast res: -16%; FUS yeast rescue: 9%; TDP-43 yeast inh: -2%

Results for CCc1ccc(-c2c(C)sc(NC(C)=O)c2C(N)=O)cc1 ?
EPAC2 antagonist: -3%; EPAC2 ag: 10%; aSyn rescue: 1%; D3 antag: 43; DRD3 agonist: -6; Abeta yeast res: -37%[inhibitor]; FUS yeast rescue: 23%; TDP-43 yeast inh: 16µM*

Results for O=C(O)c1ccc(Nc2nc(-c3cc4ccccc4oc3=O)cs2)cc1O ?
EPAC2 antagonist: 4%; EPAC2 ag: 10%; aSyn rescue: -9%; D3 antag: 6; DRD3 agonist: 9; Abeta yeast res: 3%; FUS yeast rescue: 25%; TDP-43 yeast inh: 4%

How did C=CCSc1nc(C)c(CC(=O)OCCCC)c(=O)[nH]1 do in these assays?
EPAC2 antagonist: 1%; EPAC2 ag: -13%; aSyn rescue: -1%; D3 antag: -13; DRD3 agonist: 0; Abeta yeast res: 19%; FUS yeast rescue: 1%; TDP-43 yeast inh: 7%

What do the screens show for `Cc1cc(C)cc(NC(=O)CSc2nc3ncccc3[nH]2)c1`?
DRD3 agonist: -6; Abeta yeast res: -1%; FUS yeast rescue: -7%; TDP-43 yeast inh: 26%

How did CC(C)NC(=S)N/N=C/c1cc(Br)ccc1O do in these assays?
EPAC2 antagonist: -8%; EPAC2 ag: 4%; aSyn rescue: 18µM*; D3 antag: -22; DRD3 agonist: 3; Abeta yeast res: inconclusive; FUS yeast rescue: 1%; TDP-43 yeast inh: inconclusive

What do the screens show for `CCN(CC)c1ccc(NC(=O)c2ccccc2OCC(=O)OC)cc1`?
EPAC2 antagonist: -7%; EPAC2 ag: 27%; aSyn rescue: -5%; D3 antag: -24; DRD3 agonist: -8; Abeta yeast res: -12%; FUS yeast rescue: 5%; TDP-43 yeast inh: 1%

What do the screens show for `Cn1cc(S(=O)(=O)N2CCCCCC2)cc1C(=O)NCc1ccccc1Cl`?
DRD3 agonist: 1; Abeta yeast res: -3%; FUS yeast rescue: inconclusive; TDP-43 yeast inh: 6%

What do the screens show for `Cc1ccc(Cl)cc1N1CCN(C(=O)Cc2c(C(=O)O)[nH]c3ccccc23)CC1`?
EPAC2 antagonist: 1%; EPAC2 ag: -1%; aSyn rescue: 0%; D3 antag: -16; DRD3 agonist: -15; Abeta yeast res: 11%; FUS yeast rescue: 5%; TDP-43 yeast inh: -9%

What do the screens show for `Cc1ccc(Nc2nc(N)nc(CSc3nncn3C)n2)cc1`?
EPAC2 antagonist: 7%; EPAC2 ag: 2%; aSyn rescue: -10%; D3 antag: 1; DRD3 agonist: 4; Abeta yeast res: 8%; FUS yeast rescue: 1%; TDP-43 yeast inh: -1%

Results for CCC(=O)Nc1ccccc1C(=O)C(=O)Nc1ccccc1 ?
EPAC2 antagonist: 6%; EPAC2 ag: 3%; aSyn rescue: 9%; D3 antag: -18; DRD3 agonist: 3; Abeta yeast res: 1%; FUS yeast rescue: -15%; TDP-43 yeast inh: 12%

What do the screens show for `O=S(=O)(c1cccs1)N1CN(Cc2ccc(Cl)cc2)c2nc3ccccc3nc21`?
EPAC2 antagonist: 10%; EPAC2 ag: -3%; aSyn rescue: -3%; D3 antag: -4; DRD3 agonist: 5; Abeta yeast res: 3%; FUS yeast rescue: -2%; TDP-43 yeast inh: 12%

Results for CCN([C@H](CO)C(C)C)S(=O)(=O)c1ccccc1Br ?
EPAC2 antagonist: 3%; EPAC2 ag: 0%; aSyn rescue: 1%; D3 antag: 17; DRD3 agonist: 5; Abeta yeast res: 1%; FUS yeast rescue: -19%; TDP-43 yeast inh: 13%

What do the screens show for `C/C(CC(=O)Nc1ccc(OCc2ccccc2)cc1)=N\NC(=O)C(=O)Nc1ccc(C)c(Cl)c1`?
EPAC2 antagonist: 0%; EPAC2 ag: -9%; aSyn rescue: 9%; D3 antag: -1; DRD3 agonist: 1; Abeta yeast res: -12%; FUS yeast rescue: 18%; TDP-43 yeast inh: 17%

How did N#Cc1c(NC(=O)c2ccc([N+](=O)[O-])o2)sc2c1CCC2 do in these assays?
EPAC2 antagonist: -28%; EPAC2 ag: 11%; aSyn rescue: -34%[inhibitor]; D3 antag: -63*; DRD3 agonist: -33; Abeta yeast res: -46%; FUS yeast rescue: 46%; TDP-43 yeast inh: -19%

Results for O=C(COc1ccccc1F)Nc1ccccc1OCc1cc(=O)n2ccccc2n1 ?
DRD3 agonist: 2; Abeta yeast res: 3%; FUS yeast rescue: -16%; TDP-43 yeast inh: 0%

What do the screens show for `Cn1cc(CN2CCCC(C(=O)c3ccc(-c4ccccc4)cc3)C2)cn1` (stereo unspecified)?
EPAC2 antagonist: 5%; EPAC2 ag: 7%; aSyn rescue: 2%; D3 antag: -7; DRD3 agonist: 4; Abeta yeast res: -7%; FUS yeast rescue: -8%; TDP-43 yeast inh: -15%

What do the screens show for `Cc1ccc(C(=O)CC(=O)c2cccc(F)c2)c(O)c1`?
EPAC2 antagonist: -1%; EPAC2 ag: 4%; aSyn rescue: 11%; D3 antag: -62*; DRD3 agonist: -3; Abeta yeast res: -1%; FUS yeast rescue: 4%; TDP-43 yeast inh: inconclusive

How did CCOC(=O)N/N=C\c1ccc(OC/C=C/c2ccccc2)c(OC)c1 do in these assays?
EPAC2 antagonist: -4%; EPAC2 ag: 9%; aSyn rescue: 0%; D3 antag: -3; DRD3 agonist: -1; Abeta yeast res: 3%; FUS yeast rescue: 21%; TDP-43 yeast inh: -7%

Results for ClCC1CN(Cc2ccccc2Cl)CCO1 (stereo unspecified) ?
EPAC2 antagonist: -2%; EPAC2 ag: 6%; aSyn rescue: -1%; D3 antag: -3; DRD3 agonist: 8; Abeta yeast res: 4%; FUS yeast rescue: -35%; TDP-43 yeast inh: 0%

What do the screens show for `Cc1cccc(C(=O)OCC(=O)N2CCCC2=O)c1O`?
EPAC2 antagonist: 0%; EPAC2 ag: 1%; aSyn rescue: 7%; D3 antag: 8; DRD3 agonist: -1; Abeta yeast res: 6%; TDP-43 yeast inh: inconclusive

What do the screens show for `CC(=O)N(C)C[C@H]1Oc2ncc(Br)cc2C(=O)N([C@H](C)CO)C[C@@H]1C`?
EPAC2 antagonist: 2%; EPAC2 ag: -8%; aSyn rescue: 4%; D3 antag: -3; DRD3 agonist: -12; Abeta yeast res: 14%; FUS yeast rescue: 15%; TDP-43 yeast inh: 8%

Results for COc1ccccc1CNCC(=O)Nc1ccccc1-n1cccc1 ?
EPAC2 antagonist: 3%; EPAC2 ag: 8%; aSyn rescue: -2%; D3 antag: -8; DRD3 agonist: -12; Abeta yeast res: 25%; FUS yeast rescue: -28%; TDP-43 yeast inh: 18%

Results for O=C(NCCc1ccc(Cl)cc1)c1cnc2sc(N3CCCC3)nn2c1=O ?
DRD3 agonist: 18; Abeta yeast res: -3%; FUS yeast rescue: 9%; TDP-43 yeast inh: inconclusive

How did CCc1nc2ccc(C(=O)NCCc3ccccn3)cn2c1N(C)CCC(C)C do in these assays?
EPAC2 antagonist: 11%; EPAC2 ag: 0%; aSyn rescue: -4%; D3 antag: -19; DRD3 agonist: 6; Abeta yeast res: -2%; FUS yeast rescue: -10%; TDP-43 yeast inh: 4%

Results for CCOC(=O)C1=CC[C@@H](c2ccccc2)N(S(=O)(=O)c2ccc(C)cc2)[C@H]1/C=C/c1ccccc1 ?
EPAC2 antagonist: 3%; EPAC2 ag: 2%; aSyn rescue: -4%; D3 antag: -12; DRD3 agonist: -4; Abeta yeast res: 7%; FUS yeast rescue: 21%; TDP-43 yeast inh: 18%

How did COc1ccc(Cl)cc1NC(=O)CSc1nnc(C)n2c1cc1occc12 do in these assays?
DRD3 agonist: 2; Abeta yeast res: 1%; FUS yeast rescue: -25%; TDP-43 yeast inh: 38%

How did CN(C)c1ccc(P(=O)(OC2CCCCC2)C(Nc2ccccc2)c2cccnc2)cc1 (stereo unspecified) do in these assays?
EPAC2 antagonist: -1%; EPAC2 ag: 1%; aSyn rescue: 5%; D3 antag: -10; DRD3 agonist: -5; Abeta yeast res: -7%; FUS yeast rescue: 19%; TDP-43 yeast inh: 9%

How did CC(C)CN(C(=O)COC(=O)c1ccc(Cl)nc1)c1c(N)n(Cc2ccccc2)c(=O)[nH]c1=O do in these assays?
EPAC2 antagonist: -1%; EPAC2 ag: -1%; aSyn rescue: 1%; D3 antag: -13; DRD3 agonist: -3; Abeta yeast res: 0%; TDP-43 yeast inh: 16%

What do the screens show for `Cc1ccc(C)n1NC(=O)c1ccccc1O`?
EPAC2 antagonist: 0%; EPAC2 ag: 7%; aSyn rescue: -2%; D3 antag: 1; DRD3 agonist: -5; Abeta yeast res: -3%; FUS yeast rescue: 33%; TDP-43 yeast inh: 0%

High-throughput results: PubChem BioAssay, National Center for Advancing Translational Sciences (NCATS)
